Vc quorum ag – inducers of Vibrio cholerae quorum light production without autoinducers; V. cholerae BH1578 lux reporter, luminescence, 6 h; activation, % at 18.7 µM; 0.16% of 350,000 active; AID 588436; in the data active = activation mostly above about 9.7%, no sharp cut-off; inconclusive = no clear call, values can overlap the other calls; inactive = mostly below about 3.7%; note: not every result past the cut was called active; inactives centre near 0; reference of the scale not given here
SSB-PriA inh – inhibitors of Klebsiella pneumoniae PriA binding to SSB C-terminal tail. AlphaScreen SSBct-PriA binding, biotinylated peptide. 0.6% of 430,000 active. AID 1272365. inhibition, % at 33 µM; in the data active = inhibition mostly above about 37%, no sharp cut-off; inactive = mostly below about 20%;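 note: plate controls were negative control peptide for no effect and reference peptide for full effect; strong numbers were not always called active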
SARS 3CLpro inh – SARS-CoV 3CLpro protease inhibition. 0.14% of 290,000 active. recombinant SARS-CoV 3CLpro, quenched FRET peptide cleavage. inhibition, % at 6 µM. P0C6X7; in the data active = inhibition above about 12%
PfHsp40 rescue – rescue of PfHsp40-mediated yeast toxicity; S. cerevisiae expressing PfHsp40, growth rescue, ATP luminescence; growth rescue, % at 12.5 µM; 0.68% of 340,000 active; in the data active = growth rescue above about 28%, passing the limit was not always enough; inconclusive = no clear call, values can overlap the other calls;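 note: yeast W303a lacking pdr1 and pdr3 grown in galactose medium; growth measured after three days at 30 °C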
PrPC surface inh – reduces human prion protein on the cell surface | P04156 | cell surface PrPC, TR-FRET read-out | inhibition, % at 13.8 µM | 0.43% of 370,000 active; in the data active = inhibition above about 24%; note: 0% = median of the test wells and 100% = reference compound wells
TcdB GH inh – blocks C. difficile toxin B glycohydrolase activity; 0.24% of 350,000 active; TcdB glycohydrolase enzymatic assay, plate reader; inhibition, % at 9.99 µM; P18177; in the data active = inhibition above about 10%
Anthrax LF prot – inhibitors of Bacillus anthracis lethal factor protease. AID 588501. 0.12% of 360,000 active. inhibition, % at 10 µM. multiplex microsphere protease cleavage assay, LF. P15917; note: plate controls were buffer without enzyme for full effect and enzyme alone for no effect
Target sequence (P15917 whole entry, looked up): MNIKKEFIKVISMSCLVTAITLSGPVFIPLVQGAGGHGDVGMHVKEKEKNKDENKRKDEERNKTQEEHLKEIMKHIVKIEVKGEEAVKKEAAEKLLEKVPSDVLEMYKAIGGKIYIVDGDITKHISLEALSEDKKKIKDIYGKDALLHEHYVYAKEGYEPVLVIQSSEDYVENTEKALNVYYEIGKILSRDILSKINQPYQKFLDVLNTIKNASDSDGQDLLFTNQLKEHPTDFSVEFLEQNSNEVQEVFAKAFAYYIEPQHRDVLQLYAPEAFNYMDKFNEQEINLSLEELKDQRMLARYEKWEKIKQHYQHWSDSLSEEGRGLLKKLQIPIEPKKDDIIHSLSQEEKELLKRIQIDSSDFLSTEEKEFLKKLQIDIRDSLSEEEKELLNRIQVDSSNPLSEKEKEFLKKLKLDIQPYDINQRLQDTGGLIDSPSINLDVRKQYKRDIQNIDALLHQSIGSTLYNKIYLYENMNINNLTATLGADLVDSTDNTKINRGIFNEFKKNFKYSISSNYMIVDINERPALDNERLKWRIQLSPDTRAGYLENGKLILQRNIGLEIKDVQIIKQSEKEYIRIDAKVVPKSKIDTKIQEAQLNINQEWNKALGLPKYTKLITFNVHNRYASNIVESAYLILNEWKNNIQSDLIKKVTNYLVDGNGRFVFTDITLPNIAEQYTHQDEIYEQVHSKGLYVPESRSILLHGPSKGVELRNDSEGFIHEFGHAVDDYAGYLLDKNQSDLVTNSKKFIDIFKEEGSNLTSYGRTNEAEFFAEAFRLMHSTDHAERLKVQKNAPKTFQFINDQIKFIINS
BoNT-A LC inh2 – BoNT A light chain protease inhibition | inhibition, % at 10 µM | multiplex microsphere protease substrate cleavage, flow cytometry | AID 588499 | 0.17% of 360,000 active; note: plate controls were buffer without enzyme for full effect and enzyme alone for no effect
Y pestis TopoI – Y. pestis Topo-I inhibition via cleavage products | Y. pestis Topo-I cleavage product accumulation, plate reader | activity, % at 10 µM | 0.064% of 360,000 active | AID 504884; in the data active = activity above about 50%, passing the limit was not always enough; inconclusive = no clear call, values can overlap the other calls; note: inactives centre near 2
Active calls of the source: *; i = inactive; ? = inconclusive; . = no result given; & = joins results of further samples. Cut-off read from the data, not from the text of the source, unless noted: active = inhibition above about 30%; inconclusive = no clear call, values can overlap the other calls; inactive = below that. The list is partial (hit frequency here may not be typical).

Sequence of screens – Vc quorum ag	SSB-PriA inh	SARS 3CLpro inh	PfHsp40 rescue	PrPC surface inh	TcdB GH inh	Anthrax LF prot	BoNT-A LC inh2	Y pestis TopoI
COc1cc(C(=O)N/N=C/c2ccc(OC(=O)c3ccccc3Cl)cc2)ccc1O
  .	.	4	0.2	-5	0.9	-6	-1.5	-5
CC(C)(C)CC(=O)N[C@@H](Cc1ccccc1)c1nc2ccccc2[nH]1
  -0.4	14	4	-0.7	.	.	13	-3.9	-7
CCn1c(C)nc([N+](=O)[O-])c1C(=O)O
  1.0	0	1	-0.3	1	0.4	3	-0.5	-8
COc1ccc(S(=O)(=O)NC2CCCCC2)cc1C
  -4.5	-16	-5	-0.8	.	-0.3	12	-0.7	-2
Cc1cc2ncn(CCOc3ccccc3C#N)c2cc1C
  i	4	5	16	11	.	-10	0.1	8
CCC(=O)N(C)CCc1cc2c(c(OC)c1/C=N/NS(=O)(=O)c1ccc(C)cc1)OCO2
  i	i	-1	1.0	8	0.2	4	-0.4	5
COc1ccc(NCc2ccsc2)cc1
  i	15	1	-1.6	-1	-0.6	6	-1.9	-14
Cc1cccc(NC(=O)c2ccc([N+](=O)[O-])o2)c1
  1.5	11	0	2.0	8	-0.3	13	0.3	-5
CN(C)S(=O)(=O)c1cccc(NC(=O)c2cc3c(=O)n4ccccc4nc3s2)c1
  -0.5	-6	-6	-1.1	-1	-0.2	3	17	-9
CCOc1ccc2nc(SC3CC(=O)N(c4ccc(OC)cc4OC)C3=O)sc2c1 (stereo unspecified)
  i	-3	-3	-0.7	-7	0.9	-1	0.5	0
COc1ccc(CCNC(=O)CN(C)S(=O)(=O)c2ccc(Br)s2)cc1OC
  -0.3	0	-1	1.2	-4	.	0	-0.6	20
CC(=O)N1c2ccc(S(=O)(=O)NCCC(=O)Nc3ccc(C)cn3)cc2CC1C (stereo unspecified)
  i	4	0	11	2	1.9	-3	-1.3	3
CC1CCc2c(sc(NC(=O)CSc3ncnc4c3cnn4-c3ccccc3Cl)c2C#N)C1 (stereo unspecified)
  i	-6	1	0.9	0	.	2	-1.4	1
COC(=O)c1cc(NC(=O)Cc2coc3cc(OC)ccc23)cc(C(=O)OC)c1
  -11	11	-4	-0.6	5	.	4	0.6	-2
CC(C)(C)OC(=O)N1CCC(C(=O)O)CC1
  -11	-12	4	-0.6	4	.	-3	-0.1	8
CS(=O)(=O)N(CC(=O)Nc1ccc(S(=O)(=O)N2CCCC2)cc1)c1cccc(F)c1
  -1.0	2	4	-0.7	3	1.0	-2	0.9	12
CC(C)(C)Cc1c(-c2ccc(C#N)cc2)nc2c(Cl)cc(C(F)(F)F)cn12
  .	.	.	.	-9	-1.0	-5	-0.6	.
COc1ccc(Nc2nnc(SCC(=O)Nc3cc(C)on3)s2)cc1
  i	-6	1	-1.5	-4	.	4	-0.6	4
CCOC(=O)C1=C(c2ccccc2)NC(SCC(=O)NC2CCCCC2)=C(C#N)C1c1ccco1 (stereo unspecified)
  i	1	1	-0.8	-7	0.1	3	-1.2	-3
COc1ccc(N(C=O)C(=S)SC)cc1
  i	4	2	1.4	2	1.5	-6	?	1
Cc1ccc(NC(=O)CC2S/C(=N/N=C3/NC(=O)CS3)NC2=O)cc1 (stereo unspecified)
  -1.0	.	3	-0.5	0	-1.2	-1	-0.7	4
CCOc1ccc2nc(/N=C/c3c(C)[nH]n(-c4ccc(C)cc4)c3=O)sc2c1
  -0.2	.	6	1.4	7	1.1	-5	0.4	1
CCOc1ccc(-n2nc3ccc(NC(=O)CC)cc3n2)cc1
  0.7	-9	1	-0.3	-2	-0.1	13	-1.0	5
O=c1[nH]c2ccccc2n1C1CCN(C(c2cccs2)c2nnnn2-c2ccc3c(c2)OCCO3)CC1 (stereo unspecified)
  .	.	.	.	11	0.3	-5	-0.3	.
Cc1ccccc1C(=O)OC(C)CN1CCOCC1 (stereo unspecified)
  -0.4	0	6	-1.6	4	-6.4	-1	-1.7	1
COc1cccc(N2CCN(C(=O)c3ccc(CS(=O)Cc4ccccc4Cl)o3)CC2)c1 (stereo unspecified)
  -0.3	8	11	0.3	-1	0.7	-1	-0.3	34
Cc1ccc(N=C2NC(=O)/C(=C\c3ccsc3)S2)c(C)c1
  -0.5	7	7	-1.4	4	-2.4	-2	-1.0	-4
CN1CCC(N(C)C(=O)CNC(=O)c2ccc(C(C)(C)C)cc2)CC1
  -0.3	-18	2	-1.1	0	0.6	-6	0.0	-12
Cc1nc(C(=O)N2CCCC(C(=O)c3cccc(OC(C)C)c3)C2)cs1 (stereo unspecified)
  i	-11	0	0.1	0	-1.7	4	-3.9	26
CC(C(=O)N(C)C)N(C#N)c1nc(N(C)C)nc(N(C)C)n1 (stereo unspecified)
  -0.4	-17	1	1.5	0	.	0	0.0	-4
Clc1ccc(-c2cnc3n2CCC3)cc1
  i	0	-9	-0.5	4	.	-3	?	0
N#Cc1nc(-c2ccc(F)cc2)oc1N1CCN(C(=O)c2ccco2)CC1
  i	-15	-3	1.0	2	0.7	1	-0.1	-12
COc1ccc(NC(=O)CS(=O)(=O)c2ccc(F)cc2)cc1
  0.8	-1	-1	-1.5	-4	0.9	-4	-3.8	0
CNS(=O)(=O)c1cccc(C(=O)NC2CCCc3ccccc32)c1 (stereo unspecified)
  -0.6	-8	-3	-0.9	-1	0.6	7	-1.0	-6
Cc1ccccc1C(=O)N1CCC2CC1c1cc(Cl)ccc12 (stereo unspecified)
  -0.8	5	.	0.2	-3	0.4	-3	-0.1	20
Cc1cc(C(=O)COC(=O)c2ccc(O)cc2)c(C)n1Cc1ccco1
  -0.6	17	5	0.6	1	0.7	-5	-0.6	5
CC1Cc2ccccc2N1CC(=O)NCc1ccc2c(c1)OCO2 (stereo unspecified)
  i	14	4	18	8	.	-3	-0.2	5
Cc1cccc(N2CN(S(=O)(=O)c3cccc([N+](=O)[O-])c3)c3nc4ccccc4nc32)c1
  i	-18	.	-0.3	3	-0.9	0	-0.2	0
Oc1ccc(Cl)cc1-c1cc(C(F)(F)C(F)F)nc(-c2ccccc2)n1
  -0.3	3	1	-1.2	-5	.	-9	0.5	1
COC(=O)c1cc(C#N)c(N2CC(C)OC(C)C2)nc1C (stereo unspecified)
  i	-14	-1	-1.2	-5	1.6	2	-0.4	5
CSc1ccccc1-n1nnnc1SCc1ccccc1
  -2.6	-49	-4	0.5	7	-0.1	-5	?	-7
Cc1ccnc(NC(=O)CCCNC(=O)c2ccc(Cl)cc2)c1
  i	-14	.	-0.4	1	0.4	?	?	-5
Cc1ccc(S(=O)(=O)C2CCCCC2=O)cc1 (stereo unspecified)
  -0.2	0	1	-1.5	-2	0.0	-1	0.1	3
COC(=O)c1nnn(CC(=O)NC(=O)Nc2cccc(Cl)c2C)c1C(=O)OC
  i	1	1	0.1	-2	0.6	-10	-1.1	6
CC(=O)n1cc([C@@H]2C=C(C(=O)N3CCN(Cc4ccc5c(c4)OCO5)CC3)O[C@H](OCCCCO)C2)c2ccccc21
  -0.8	12	2	-0.3	-4	1.3	-7	-0.2	16
Cc1ccc(NC(=O)CSC2=C(C#N)C(c3ccc4c(c3)OCO4)CC(=O)N2)cc1C (stereo unspecified)
  -0.2	7	-4	-0.3	.	0.9	-7	2.0	7
COc1ccc(-c2csc(Cc3nnc4n3CCCCC4)n2)cc1OC
  -0.5	11	-4	-0.5	2	.	2	-0.4	3
CCN(CC)CCNC(=O)c1cc2c(s1)-c1ccccc1SC2
  1.2	3	-1	0.2	-6	0.2	3	1.6	-7
C=C(c1cccc2ccccc12)P(=O)(O)O
  -0.7	-6	-3	-1.5	2	.	0	-0.3	-1
O=Cc1ccccc1OCCCOc1cccc2cccnc12
  i	-26	1	4.5	6	2.8	-25	-0.5	-5
COc1ccccc1CCC(=O)OCC(=O)Nc1cc(C)nn1-c1ccccc1
  -3.5	-2	.	0.8	0	2.5	2	-0.9	19
COCCN(C(=O)COC(=O)c1c(C)nn(-c2ccccc2)c1C)c1c(N)n(Cc2ccccc2)c(=O)[nH]c1=O
  i	.	.	.	4	-6.9	-1	-0.5	6
Cc1noc(NS(=O)(=O)c2ccc(NC(=O)c3nn(-c4ccccc4)ccc3=O)cc2)c1C
  i	-2	2	0.0	-3	-2.3	0	1.8	11
CCOC(=O)c1ccc(C(=O)NNC(=O)C2C3C=CC(C3)C2C(=O)O)cc1 (stereo unspecified)
  i	6	3	-0.5	-6	0.0	4	-0.8	-2
CCCCn1c(N)c(N(CCC(C)C)C(=O)C2CCCN(C(=O)c3ccc(Cl)cc3)C2)c(=O)[nH]c1=O (stereo unspecified)
  -1.4	-3	.	.	-2	0.1	4	-1.8	-7
CC1(C)NC(=O)N(CC(=O)Nc2ccc(-c3ccccc3)cc2)C1=O
  -0.5	.	.	.	-1	0.2	-3	0.2	3
Cc1ccccc1NCC(=O)Nc1cc(S(=O)(=O)N2CCCCC2)ccc1C
  i	-1	.	2.3	2	0.5	-2	-1.1	6
COc1ccc(OC)c(C2=NOC(C(=O)Nc3cccc(C(C)=O)c3)C2)c1 (stereo unspecified)
  -0.1	-2	0	0.1	0	.	0	0.0	-10
Cc1ccc(CNC(=O)C(C(=O)NCc2ccc(C)o2)c2ncc(C(F)(F)F)cc2Cl)o1
  0.0	-2	0	0.1	5	0.7	2	-1.7	-2
CCC(C)C(=O)OCC1(c2ccc(C)cc2OC(=O)C(C)C)CO1 (stereo unspecified)
  -0.9	-4	.	-0.1	-2	-0.7	-1	-0.3	-6

Later entries
Sequence of screens – Vc quorum ag	SSB-PriA inh	SARS 3CLpro inh	PfHsp40 rescue	PrPC surface inh	TcdB GH inh	Anthrax LF prot	BoNT-A LC inh2	Y pestis TopoI
FC(F)(F)c1cc(C(F)(F)F)n2nc(-c3sccc3-n3cccc3)cc2n1
  i	-17	5	0.0	-4	.	-4	-0.1	-4
COc1cc(CNc2ncc(-c3ccc(Br)cc3)n2C)cc(OC)c1OC
  i	9	-1	0.9	-3	1.2	4	-0.2	3
COC(=O)c1cccc(-n2c(CCC(=O)O)ccc2-c2cccs2)c1
  i	0	2	8.3	4	-0.3	-16	-0.6	12
O=C(O)CCn1cc(/C=C\C(=O)c2ccc(Cl)cc2)c(-c2cccc(Br)c2)n1
  -0.4	-4&-14	6	3.1	6	.	3	0.5	4
Cc1cccc(C)c1NC(=O)CN(C)C(=O)c1ccc(NS(=O)(=O)c2ccc3[nH]c(=O)[nH]c3c2)cc1
  -2.5	-12	.	1.7	0	0.0	-15	-46	-2
Cc1ccc(NC(=O)c2ccc(F)cc2)cc1S(=O)(=O)N1CCCCCC1
  i	-12	2	5.4	-4	0.3	-2	0.5	20
Cc1c(O)ccc(-c2[nH]ncc2-c2nc3ccccc3s2)c1O
  i	1	-3	1.9	8	.	-1	0.7	-11
Fc1ccc(N/N=C2/CCSc3sccc32)c(F)c1
  -0.7	.	1	1.1	7	-0.3	20	-4.5	-5
CCCCS(=O)(=O)N1CCCC(C(=O)N2CCOCC2)C1 (stereo unspecified)
  -0.2	5	-4	0.1	7	2.0	0	-2.6	-4

An excerpt from above in order of SMILES length, ascending:
Sequence of screens – Vc quorum ag	SSB-PriA inh	SARS 3CLpro inh	PfHsp40 rescue	PrPC surface inh	TcdB GH inh	Anthrax LF prot	BoNT-A LC inh2	Y pestis TopoI
Cc1ccccc1C(=O)OC(C)CN1CCOCC1 (stereo unspecified)
  -0.4	0	6	-1.6	4	-6.4	-1	-1.7	1
Cc1ccc(S(=O)(=O)C2CCCCC2=O)cc1 (stereo unspecified)
  -0.2	0	1	-1.5	-2	0.0	-1	0.1	3
Cc1nc(C(=O)N2CCCC(C(=O)c3cccc(OC(C)C)c3)C2)cs1 (stereo unspecified)
  i	-11	0	0.1	0	-1.7	4	-3.9	26

Two records picked at random from the list so far, as already listed:
Sequence of screens – Vc quorum ag	SSB-PriA inh	SARS 3CLpro inh	PfHsp40 rescue	PrPC surface inh	TcdB GH inh	Anthrax LF prot	BoNT-A LC inh2	Y pestis TopoI
Cc1cccc(C)c1NC(=O)CN(C)C(=O)c1ccc(NS(=O)(=O)c2ccc3[nH]c(=O)[nH]c3c2)cc1
  -2.5	-12	.	1.7	0	0.0	-15	-46	-2
Cc1ccc(NC(=O)c2ccc(F)cc2)cc1S(=O)(=O)N1CCCCCC1
  i	-12	2	5.4	-4	0.3	-2	0.5	20
